From PubChem
All columns: NCI-60 one-dose screen, growth in % after 48 h at 10 µM unless noted; 100 = growth as untreated, 0 = no growth, -100 = all killed.
T-47D = T-47D breast cancer | 79,000 compounds, 5% hits
MALME-3M = MALME-3M melanoma; 78,000 compounds, 5.8% hits; AID 1794766
HS 578T = HS 578T breast cancer. 78,000 compounds, 4.1% hits. AID 1794788
UACC-257 = UACC-257 melanoma | 78,000 compounds, 4.4% hits | AID 1794764
BT-549 = BT-549 breast cancer | 78,000 compounds, 4.4% hits | AID 1794793
UACC-62 = UACC-62 melanoma | AID 1794756 | 81,000 compounds, 5.4% hits
LOX IMVI = LOX IMVI melanoma; 79,000 compounds, 7.4% hits
SK-MEL-2 = SK-MEL-2 melanoma. 77,000 compounds, 4.7% hits. AID 1794763
Starred values were filed as active, the others as inactive; · = no result given; & = joins results of further samples. Rule for the calls: active = growth percent below 10; inactive = the rest.

Structure | T-47D | MALME-3M | HS 578T | UACC-257 | BT-549 | UACC-62 | LOX IMVI | SK-MEL-2
CC(C)CCC[C@@H](C)[C@H]1CC[C@H]2[C@@H]3CC=C4c5sc(NCc6ccccc6)nc5CC[C@]4(C)[C@H]3CC[C@]12C | 101 | 94 | 106 | 104 | 101 | 93 | 101 | 119
COC(=O)/C=C1/SC(=Nc2ccc(C(F)(F)F)cc2)N(CCc2c[nH]c3ccc(O)cc23)C1=O | 17 | -14* | 7.9* | 9.6* | -33* | -54* | -60* | -33*
Cc1ccc(-c2cc(-c3cccn3C)[nH]c(=O)c2C#N)cc1 | · | 97 | 98 | 99 | 87 | 95 | 93 | 102
OCNC(=S)c1c(Cl)cccc1Cl | 108 | 98 | 110 | 103 | 108 | 105 | 103 | 114
Cc1ccc(/C=C/c2c3c(nc4ccccc24)CCCC3=O)cc1 | 78 | 120 | 96 | 87 | 78 | 76 | 98 | 87
O=C(CCn1cc[n+](CC(=O)c2ccc(F)cc2)c1)Nc1cccc2cccnc12 | 99 | · | 93 | 94 | 103 | 94 | 102 | 112
CN1C2CCC1CN(c1cnc(C(=O)Nc3cc(F)cc4cccnc34)cn1)C2 | 36 | 41 | 55 | 43 | 71 | 95 | 33 | 109
OC(CNC1CCCC1)Cn1c2ccccc2c2ccccc21 (configuration not stated) | -1.4* | -71* | 64 | -13* | 54 | -51* | -76* | 49
Cc1ccc(-c2nnc(SCc3cc(=O)oc4ccc(C)cc34)o2)cc1 | 89 | 97 | 108 | 91 | 105 | 104 | 94 | 95
CCn1c(SCCc2c[nH]c3ccccc23)nnc1-c1ccncc1 | 111 | 96 | 114 | 97 | 111 | 100 | 99 | 96
COc1ccc(C(C)=C(c2ccc(OCCN(C)C)cc2)c2ccc(OCCN(C)C)cc2)cc1F | 72 | 87 | 90 | 107 | 84 | 109 | 78 | 108
O=C(CN1CCN(Cc2ccc(Br)cc2)CC1)Nc1nc(-c2cc3ccccc3oc2=O)cs1 | 49 | 100 | 85 | 91 | 79 | 73 | 89 | 105
Cc1cc2[nH]c(=O)c3c4ncccc4cn3c2cc1C | 56 | 70 | 101 | 108 | 105 | -8.9* | -83* | 94
CCN(CC)CCCCCCNc1ccnc2cc(Cl)ccc12 | 91 | 100 | 92 | 102 | 86 | · | 78 | 128
CCOc1ccc(C(=O)OC)cc1 | 101 | 99 | 90 | 98 | 104 | 101 | 97 | 95
O=c1[nH]c2ccccc2cc1CSc1ccc(Nc2nccc(-c3ccc4ccccc4c3)n2)cc1 | 87 | 39 | 61 | 105 | 49 | 96 | 3.8* | 96
COc1c(O)cccc1/C=N/NC(=O)Cn1c(C)nc2c(c(C)nn2-c2ccccc2)c1=O | 74 | 97 | 96 | 102 | 96 | 87 | 82 | 98
COc1cccc(COc2ccc(NC(=O)Nc3ccc(Cl)c(C(F)(F)F)c3)cc2)c1 | 20 | 1.5* | 27 | 61 | 38 | 38 | · | 51
O=C1Nc2ccccc2C12C=C(c1ccccc1)Nc1c2c(-c2ccccc2)nn1-c1ccccc1 (configuration not stated) | 62 | 98 | 79 | 89 | 70 | 92 | 65 | 80
CC1(C)CC(=O)c2cccnc2O1 | 103 | 100 | 110 | 102 | 111 | 95 | 107 | 107
CCOC(=O)CC1C(COC(=O)NC)OC(n2cnc3c(N)ncnc32)C1O[Si](C)(C)C(C)(C)C (configuration not stated) | 84 | 96 | 93 | 94 | 74 | 77 | 88 | 111
c1ccc2nc(N/N=C3\CCCCC3C3CCCCC3)ccc2c1 (configuration not stated) | 40 | 47 | · | 72 | 61 | 51 | 23 | 35
COc1ccc(-n2c(NC(=O)C3CC3)c(C#N)c3ccccc32)cc1 | 71 | 98 | 80 | 92 | 49 | 66 | 45 | 98
CCOC(=O)c1c[nH]n2c(=S)ncnc12 | 99 | 109 | 118 | 102 | 108 | 98 | 96 | 95
N=C(N)SCc1ccc(Cl)cc1Cl | 69&106 | 101&105 | 102&109 | 97 | 97&99 | 103&104 | 96&93 | 88&110
CCCCCCCCCc1ccc(OC(=O)c2ccccc2)cc1 | 96 | 87 | 84 | 100 | 105 | · | 103 | 111
CCOC(=O)c1sc(NC(=O)c2ccc(OC)cc2)nc1C | 85 | 87 | 106 | 91 | 100 | · | 91 | 99
CCC(c1ccc(OC)cc1)C(CC)c1ccc(O)c(CN2CCCCC2)c1 (configuration not stated) | 37 | 28 | 79 | · | 72 | · | 76 | 80
NC(=O)N1N=C(c2ccccc2)CC=C1c1ccccc1 | 74 | 72 | 111 | 123 | 66 | 94 | 90 | 108
O=C(Nc1cc(=O)[nH]c(=O)[nH]1)C(Cl)Cl | 91 | 97 | 95 | 97 | 107 | 89 | 100 | 105
Nc1nc(Nc2cc(Cl)ccc2O)nc(C(Cl)(Cl)Cl)n1 | 86 | 101 | 105 | 105 | 89 | 93 | 100 | 108
CCCCCCCC(=O)Oc1ccc(Cl)cc1 | 111 | 94 | 93 | · | 119 | 106 | 93 | 102
CCOC(=O)C1=C(C)N=C2SC=C(c3ccc(F)cc3)N2[C@H]1c1cn[nH]c1-c1ccc(Cl)cc1 | 63 | 94 | 75 | 74 | 81 | 60 | 46 | 86
CCCCCCCCCCCCCCCC(=O)NS(=O)(=O)OC[C@H]1O[C@@H](n2cnc3c(N)ncnc32)[C@H](O)[C@@H]1O | -17* | -52* | -15* | -21* | -65* | -49* | -65* | -25*
CCOC(=O)/C(C#N)=C(/CC)OCC | 100 | 93 | 115 | 100 | 95 | 110 | 91 | 92
Cc1cc(NS(=O)(=O)c2ccc(N=Nc3c(N)[nH]c(=O)[nH]c3=O)cc2)nc(C)n1 | 101 | 84 | 102 | 102 | 97 | 105 | 93 | 93
CCC(C(=O)c1ccccc1)C1(C(=O)OC)NC(=S)NC(=O)C1C#N (configuration not stated) | 120 | 107 | 101 | 118 | 125 | 103 | 101 | 107
COc1ccc(Cn2cc(C(=O)Nc3cccnc3Nc3ccccc3)nn2)cc1 | 92 | 120 | 94 | 110 | 87 | 83 | 92 | 107

15 of these compounds, reformatted.
The line under a structure holds: T-47D	MALME-3M	HS 578T	UACC-257	BT-549	UACC-62	LOX IMVI	SK-MEL-2
CCOC(=O)CC1C(COC(=O)NC)OC(n2cnc3c(N)ncnc32)C1O[Si](C)(C)C(C)(C)C (configuration not stated)
→ 84	96	93	94	74	77	88	111
c1ccc2nc(N/N=C3\CCCCC3C3CCCCC3)ccc2c1 (configuration not stated)
→ 40	47	·	72	61	51	23	35
COc1ccc(-n2c(NC(=O)C3CC3)c(C#N)c3ccccc32)cc1
→ 71	98	80	92	49	66	45	98
CCOC(=O)c1c[nH]n2c(=S)ncnc12
→ 99	109	118	102	108	98	96	95
N=C(N)SCc1ccc(Cl)cc1Cl
→ 69&106	101&105	102&109	97	97&99	103&104	96&93	88&110
CCCCCCCCCc1ccc(OC(=O)c2ccccc2)cc1
→ 96	87	84	100	105	·	103	111
CCOC(=O)c1sc(NC(=O)c2ccc(OC)cc2)nc1C
→ 85	87	106	91	100	·	91	99
CCC(c1ccc(OC)cc1)C(CC)c1ccc(O)c(CN2CCCCC2)c1 (configuration not stated)
→ 37	28	79	·	72	·	76	80
NC(=O)N1N=C(c2ccccc2)CC=C1c1ccccc1
→ 74	72	111	123	66	94	90	108
O=C(Nc1cc(=O)[nH]c(=O)[nH]1)C(Cl)Cl
→ 91	97	95	97	107	89	100	105
Nc1nc(Nc2cc(Cl)ccc2O)nc(C(Cl)(Cl)Cl)n1
→ 86	101	105	105	89	93	100	108
CCCCCCCC(=O)Oc1ccc(Cl)cc1
→ 111	94	93	·	119	106	93	102
CCOC(=O)C1=C(C)N=C2SC=C(c3ccc(F)cc3)N2[C@H]1c1cn[nH]c1-c1ccc(Cl)cc1
→ 63	94	75	74	81	60	46	86
CCCCCCCCCCCCCCCC(=O)NS(=O)(=O)OC[C@H]1O[C@@H](n2cnc3c(N)ncnc32)[C@H](O)[C@@H]1O
→ -17*	-52*	-15*	-21*	-65*	-49*	-65*	-25*
CCOC(=O)/C(C#N)=C(/CC)OCC
→ 100	93	115	100	95	110	91	92
